Bioassay records deposited in PubChem BioAssay by several laboratories.
MEX-5 binding: MEX-5 zinc finger RNA-binding disruptors – biochemical, C. elegans, fluorescence polarization, MLPCN library, primary screen | activity score (negative = inhibition of binding), % at 10 µM | AID 1832, 2009 | actives 0.38% (n = 300,000) | MEX-5/FITC-TCR2 RNA binding; hits give low values;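 active means inhibition past about -25% in most replicates, and total fluorescence under double the plate's negative control median, limit read from the data; inconclusive means replicates evenly split on the limit, or fluorescence at least double controls; inactive means too little inhibition in most replicates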;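 further: 0% = DMSO and -100% = 5 µM competing unlabeled TCR2 RNA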
Fam108B inh: mouse Fam108B serine hydrolase inhibitors, primary screen, counter-screen for RBBP9 inhibitor project, biochemical, fluorescence polarization. inhibition, % at 9.51 µM. actives 0.33% (n = 300,000). recombinant Fam108B, FP-Rh probe fluorescence polarization;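 active means inhibition above the screen mean inhibition plus 3 SD, computed separately per campaign, cut at about 18% in these data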;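 further: inhibitors lower polarization as less probe binds the enzyme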
ZTA counter: blocks Epstein-Barr virus ZTA, an EBNA-1 counter-screen | ZTA-DNA binding, fluorescence polarization | P03206 | inhibition, % at 11 µM | actives 0.15% (n = 320,000); in the data active means inhibition above about 33%
EBNA-1 inhibitor: EBNA-1 DNA-binding inhibitors, primary screen, biochemical, fluorescence polarization. inhibition, % at 14.8 µM. AID 1950, 2009. actives 0.34% (n = 300,000); in the data active means inhibition above about 28%
Efflux pump mplx: inhibitors of Candida efflux pumps in yeast, primary screen, S. cerevisiae, Nile Red, multiplex. inhibition, % at 10 µM. actives 0.44% (n = 330,000). S. cerevisiae Candida pump triplex;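 active means plate passing quality check with inhibition over a set limit, or well fluorescence over plate mean plus 4 SD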;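 further: Nile Red retained in pooled yeast measured as flow cytometry median fluorescence; 0% = buffer negative control and 100% = Enniatin B positive control; higher means more Nile Red kept so more efflux inhibition; some compounds called inactive have numbers as strong as hits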
BCLXL inh: inhibitors of human Bcl-xL, primary screen, biochemical, fluorescence polarization, HTS; Bcl-2-like protein 1 (Homo sapiens), Q07817; GST-Bcl-xL / FITC-Bim BH3 peptide fluorescence polarization; inhibition, % at 10.9 µM; actives 0.7% (n = 320,000);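 active means inhibition above the mean of all tested compounds plus 3 SD, cutoff set per campaign, cut at about 30% in these data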;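 further: 0% = DMSO wells and 100% = unlabeled Bim-BH3 peptide competitor; inhibitors lower millipolarization by displacing the labeled peptide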
Target sequence (Q07817 whole entry, looked up): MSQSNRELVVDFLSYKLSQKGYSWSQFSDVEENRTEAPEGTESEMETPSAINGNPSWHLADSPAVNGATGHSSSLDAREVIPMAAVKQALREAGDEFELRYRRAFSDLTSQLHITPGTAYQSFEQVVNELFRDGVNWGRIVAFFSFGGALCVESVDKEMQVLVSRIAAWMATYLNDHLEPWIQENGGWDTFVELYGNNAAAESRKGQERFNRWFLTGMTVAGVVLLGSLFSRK
GLD-1 TGE inh: GLD-1/TGE RNA complex disruptors, primary screen, biochemical, fluorescence polarization; AID 2280, 2010; purified GLD-1 + fluorescein TGE RNA; inhibition, % at 5.96 µM; actives 0.44% (n = 320,000);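 active means percent inhibition above a per-plate cutoff, the plate mean of test compounds plus 3 SD, cut at about 30% in these data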;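 further: 0% = DMSO wells with GLD-1 and probe and 100% = wells lacking GLD-1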
Target sequence (Q17339 whole entry, looked up): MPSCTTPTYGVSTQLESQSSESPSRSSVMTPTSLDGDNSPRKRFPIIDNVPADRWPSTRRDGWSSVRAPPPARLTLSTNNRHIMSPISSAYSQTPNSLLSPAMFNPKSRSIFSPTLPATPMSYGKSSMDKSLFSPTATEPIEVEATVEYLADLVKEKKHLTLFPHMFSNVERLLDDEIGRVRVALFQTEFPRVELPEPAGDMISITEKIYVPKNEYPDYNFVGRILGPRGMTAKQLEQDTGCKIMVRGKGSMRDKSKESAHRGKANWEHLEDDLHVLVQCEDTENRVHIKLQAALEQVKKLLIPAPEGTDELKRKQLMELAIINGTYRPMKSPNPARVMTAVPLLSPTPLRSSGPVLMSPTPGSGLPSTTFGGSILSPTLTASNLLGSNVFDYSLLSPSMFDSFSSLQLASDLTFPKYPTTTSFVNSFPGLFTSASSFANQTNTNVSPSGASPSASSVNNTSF
Yeast superoxide: reduction of superoxide in aged yeast, primary screen, HTS; actives 0.18% (n = 330,000); superoxide response (% of plate mean), % at 10 µM; AID 2690, 2010; S. cerevisiae aged cells, superoxide DHE fluorescence; hits give low values;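 active means superoxide response under a set limit, about three screen SD below normal, cut at about 65% in these data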;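 further: yeast aged for seven days with compound at 30 °C before DHE staining; 100% = average MFI of all compound-treated wells on the plate with controls excluded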
MCL1-BIM inh: inhibitors of MCL1 binding to BIM-BH3, primary screen, biochemical, fluorescence polarization. Induced myeloid leukemia cell differentiation protein Mcl-1 (Homo sapiens), Q07820. GST-MCL1 / FITC-Bim-BH3 fluorescence polarization. inhibition, % at 10.9 µM. actives 0.68% (n = 320,000). AID 2057, 2009;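 active means inhibition above the mean inhibition of all tested compounds plus 3 SD, set per campaign, cut at about 40% in these data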;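 further: 0% = DMSO wells and 100% = unlabeled Bim-BH3 peptide control; higher means more loss of mP so more displacement of Bim peptide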
Target sequence (Q07820 whole entry, looked up): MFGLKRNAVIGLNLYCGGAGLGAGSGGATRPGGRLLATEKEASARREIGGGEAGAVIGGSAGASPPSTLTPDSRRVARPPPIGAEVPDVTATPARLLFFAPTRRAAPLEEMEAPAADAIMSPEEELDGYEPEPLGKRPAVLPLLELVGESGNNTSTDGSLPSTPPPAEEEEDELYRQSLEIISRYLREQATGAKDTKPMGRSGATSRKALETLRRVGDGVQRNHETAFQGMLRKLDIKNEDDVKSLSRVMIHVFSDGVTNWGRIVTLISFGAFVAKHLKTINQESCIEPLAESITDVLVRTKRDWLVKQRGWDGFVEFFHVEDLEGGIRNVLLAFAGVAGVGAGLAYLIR
Active calls of the source: *; ? = inconclusive; . = not tested or not shown; + = active, no number. An unsorted share of the library; about 2.3% have a hit in one of these screens.

structure	MCL1-BIM inh	Yeast superoxide	Fam108B inh	BCLXL inh	Efflux pump mplx	EBNA-1 inhibitor	ZTA counter	MEX-5 binding	GLD-1 TGE inh
CCOc1nc(Nc2ccc(F)cc2)nc(N2CCN(c3ccc(OC)cc3)CC2)n1	6	88	6	4	0.0	1	1	3.1	0
COc1ccc(CCNC(=O)c2ccc(Cl)nc2)cc1	-20	93	-3	-11	0.0	2	6	0.7	1
Nc1cccc(N2C(=O)c3cccc4c(N)ccc(c34)C2=O)c1	+	105	12	+	-0.3	-10	9	?	195*
COc1ccc(-c2cc3ccc(O)cc3oc2=O)cc1	-4	90	-1	6	-0.1	4	-9	0.7	17
COc1ccc(OC)c(C2=C[N+](=O)C(C)(C)C(C)(C)N2[O-])c1	6	106	1	0	-0.2	4	9	-0.1	2
Oc1ccc(C(=S)N2CCN(Cc3ccccc3)CC2)cc1	16	90	5	13	-0.1	4	-5	0.1	-1
O=C(NC(Cc1c[nH]c2ccccc12)C(=O)Nc1ccc(OC(F)(F)F)cc1)c1cccs1 (centres undefined)	-8	95	-4	0	0.1	-13	3	-0.3	-7
CN1CCc2nc(SCC(=O)Nc3ccc(Cl)cc3)c(C#N)cc2C1	10	97	2	13	-0.1	-4	-3	-0.3	4
Cc1ccc(Cn2ccc(NC(=O)c3cc(-c4ccc(F)cc4)on3)n2)cc1	-4	108	4	0	0.1	0	6	-2.2	5
O=C(CN1CCN(c2ccccc2)CC1)Nc1ccc(Oc2ccccc2)cc1	4	99	2	7	0.1	-10	-12	1.6	2
CCNc1nc(Oc2ccc(=O)n(-c3ccccc3)n2)nc(N2CCOCC2)n1	6	92	-3	6	-0.1	4	-1	1.2	2
O=c1[nH]c(N2CCN(Cc3ccc4c(c3)OCO4)CC2)nc2c1CCCC2	0	109	-2	8	-0.2	0	-12	-3.4	-4
C=CCc1cccc(Cl)c1OCCCNC1CCCC1	5	92	2	6	0.0	-10	6	-0.8	1
CCOC(=O)Cc1csc(NC(=O)Cn2c(=O)oc3ccccc32)n1	1	110	-1	5	0.0	4	-10	-1.7	6
Cc1cc(NC(=O)c2cccc(S(=O)(=O)N3CCC(C)CC3)c2)no1	8	97	-2	6	0.1	10	7	1.1	0
CCCCNC(=O)CSc1nc(O)c(Cc2ccc(OC)cc2)c(=O)[nH]1	0	105	-2	-2	0.0	8	3	-0.3	-5
O=C(c1ccc(Cl)c(S(=O)(=O)N2CCCCC2)c1)N1CCCC(C(F)(F)F)C1 (centres undefined)	-6	95	.	2	0.1	.	-3	.	7
Cc1ccc(-c2nnn(CC(=O)N(Cc3ccccc3)C(C(=O)NC3CCCC3)c3ccncc3)n2)o1 (centres undefined)	10	96	0	2	0.0	2	5	-14	5
Oc1ccc(NCc2cccs2)cc1	18	92	2	18	0.0	-4	23	-1.5	17
NC(=O)COC(=O)CCCSc1nc2ccccc2s1	-2	89	4	-5	-0.2	7	7	-1.0	8
CN(Cc1ccco1)C(=O)c1c[nH]c2ccc(S(=O)(=O)Nc3ccc4c(c3)OCCO4)cc2c1=O	9	100	5	12	0.0	-1	-1	1.7	-4
COc1ccc(C)cc1NC(=O)NNC(=O)C1CCC(C(C)(C)C)CC1 (centres undefined)	3	107	2	8	0.1	4	-10	-0.2	3
COc1ccc(NC2CCCN(C(=O)c3ccc(C)c(N4CCNC4=O)c3)C2)cc1 (centres undefined)	6	96	4	3	0.0	24	24	0.4	5
COc1ccc(/C=N/NC(=O)C(=O)NCC2CCCO2)cc1 (centres undefined)	3	98	6	6	-15	7	-8	0.0	9

A draw from above in order of formula weight, smallest number first.
structure	MCL1-BIM inh	Yeast superoxide	Fam108B inh	BCLXL inh	Efflux pump mplx	EBNA-1 inhibitor	ZTA counter	MEX-5 binding	GLD-1 TGE inh
COc1ccc(/C=N/NC(=O)C(=O)NCC2CCCO2)cc1 (centres undefined)	3	98	6	6	-15	7	-8	0.0	9
Cc1cc(NC(=O)c2cccc(S(=O)(=O)N3CCC(C)CC3)c2)no1	8	97	-2	6	0.1	10	7	1.1	0
O=C(c1ccc(Cl)c(S(=O)(=O)N2CCCCC2)c1)N1CCCC(C(F)(F)F)C1 (centres undefined)	-6	95	.	2	0.1	.	-3	.	7

The listing continues.
structure	MCL1-BIM inh	Yeast superoxide	Fam108B inh	BCLXL inh	Efflux pump mplx	EBNA-1 inhibitor	ZTA counter	MEX-5 binding	GLD-1 TGE inh
CC12CN3CC(C)(CN(C1)C3c1ccc3ccccc3c1O)C2=O (centres undefined)	9	90	0	2	-0.1	1	6	0.1	8
C=CCN1c2ccccc2[C@]23C[C@@H](C(=O)OC)N(C(=O)OCC)C2=NC(C(=O)OC)=C(C(=O)OC)[C@H]13	4	89	3	5	-0.3	5	12	0.5	5
CCCSc1nc2sc3c(c2c(=O)[nH]1)CCN(Cc1ccccc1)C3	-1	98	-9	19	-0.2	-2	3	-3.7	-64
Cn1cnnc1SCC(=O)NNC(=O)c1ccc(Cl)cc1	-7	74	-7	-6	0.3	-16	-3	-0.9	3
Cc1nnc(SC(C)C)n(N)c1=O	3	98	1	7	0.0	9	-5	0.8	5
COC(=O)CCC(=O)OC1(C)C(=O)C2=CN(CCCCO)C(c3ccc(OC)cc3)=CC2=C(Br)C1=O (centres undefined)	40*	99	4	32*	-0.1	1	0	-18	26
O=C(/C=C/c1ccco1)Nc1cccnc1	26	91	3	10	0.1	-11	-27	0.3	13
Cn1c(C(=O)N2CCCC(C(=O)NCCc3ccccc3)C2)cc2sccc21 (centres undefined)	2	88	1	-2	0.1	-2	13	0.3	2
CCCCS(=O)c1c(O)c2ccccc2[nH]c1=O (centres undefined)	1	78	3	5	-0.1	-9	-12	-2.7	10
CCN(CC)Cc1ccccc1CNC(=O)c1cccc(S(=O)(=O)Nc2ccc3c(c2)OCO3)c1	9	93	.	9	-0.5	.	-16	.	0
COc1ccccc1-c1nc(-c2ccc(Br)o2)no1	3	93	1	4	-0.4	4	-11	0.8	2
Cc1ccc(S(=O)(=O)NCc2ccccc2)cc1C(=O)NC1CCC(C)CC1 (centres undefined)	-2	99	-3	5	-0.1	4	16	-0.5	4
Cc1ccccc1C(=O)NCCCCc1ccccc1	0	103	0	5	0.0	-2	-3	0.9	-3
COc1cccc(C2(CSc3nnc(-c4cc(OC)c(OC)c(OC)c4)o3)OCCO2)c1	4	91	-3	7	0.0	9	22	-0.1	2
CC(C)N=C(NC#N)SCc1ccc(Br)cc1	1	107	0	5	-0.1	-11	-8	-0.6	4
CCCCC1C2C(=O)N(c3ccccc3)C(=O)C2ON1c1ccccc1 (centres undefined)	3	98	-3	4	0.2	-3	9	1.5	6
CCCC(=O)OCCNC(=O)c1cc2ccccc2oc1=O	3	103	3	9	0.1	-1	-6	-1.5	4
CC(Sc1nc2sccc2c(=O)n1-c1ccccc1)C(N)=O (centres undefined)	6	103	1	5	0.0	3	1	-0.1	-5
COc1ccc(Nc2nc(C)cc(C)c2C#N)cc1	2	99	1	3	0.1	-19	-1	-2.1	-11
O=C(NCC1CCCO1)c1cccnc1NCc1ccc(F)cc1 (centres undefined)	-4	96	1	0	0.0	-4	-12	2.6	-2
CN(C)c1nnnn1-c1ccc(Cl)cc1Cl	2	86	-5	-3	-0.1	5	-4	1.2	-2
COC(=O)c1c(C)cc(O)cc1O	0	90	-3	1	-0.1	0	-4	2.8	6
Cc1ccc(-n2nc3c(c2NC(=O)c2cccs2)CS(=O)(=O)C3)c(C)c1	4	92	1	5	-0.2	15	17	0.6	5
CCCN(C(=O)c1ccc2c(SCC(=O)O)c3c(nc2c1)CCC3)c1cccc(C)c1	2	107	-5	4	0.1	6	9	1.9	-1
Cc1ccc(CSCC(=O)Nc2ccc(F)cc2)cc1	-5	96	-1	-3	0.8	2	-8	0.4	2
O=c1[nH]nc(-c2ccc(OCc3ccc(Cl)cc3Cl)cc2)o1	-3	100	-1	3	-0.3	21	5	-2.5	0
O=C1Nc2ccccc2/C1=N\N1CCOCC1	-2	106	1	4	-0.1	-1	-13	-5.6	-1
O=c1onc(-c2ccccc2)c2ccccc12	-5	102	3	0	-0.1	-11	-25	-1.3	3
O=C(NC(CC(=O)N1CCCC(C(F)(F)F)C1)c1ccccc1)c1ccccc1Cl (centres undefined)	-5	110	-1	-1	0.0	-3	-1	1.3	0
COc1ccc(N(C(C)C(=O)N2CCC(Cc3ccccc3)CC2)S(C)(=O)=O)cc1 (centres undefined)	8	101	0	4	0.2	3	21	0.5	-10
CCOc1ccc(NS(=O)(=O)c2ccc(SC)cc2)cc1	3	100	-8	-1	0.0	-1	-18	-2.2	-2
CC(=O)NC(Cc1c[nH]c2ccccc12)C(=O)OCC(=O)Nc1ccc2c(c1)OCO2 (centres undefined)	-21	90	1	-10	-0.1	0	8	0.6	0
CC(O)[C@H]1CC[C@H]2[C@@H]3CC[C@H]4C[C@@H](O)CC[C@]4(C)[C@H]3/C(=N/O)C[C@]12C (some centres undefined)	5	100	4	6	0.1	-20	-12	-0.2	5
CCn1c(SCC(=O)c2ccccc2)nnc1-c1cc2cc(Br)ccc2o1	-15	113	3	-11	0.0	-9	-11	-1.1	4
CC(=O)c1ccc(-n2nnnc2SCC(=O)NNC(=O)c2ccco2)cc1	-1	92	1	4	0.0	10	11	0.5	-3
COc1ccc(N(C)S(=O)(=O)c2ccc3c(c2)CCN3C(=O)C2CC2)c(OC)c1	1	107	2	-4	0.0	0	0	.	0
Cn1cc(Br)c(C(=O)Nc2nccs2)n1	-5	102	-2	2	0.4	4	8	1.6	-8
Cc1ccc(SCc2cc(=O)[nH]c(N3CCN(Cc4ccc5c(c4)OCO5)CC3)n2)cc1	5	103	1	7	-0.1	3	6	1.5	3
COCCC(=O)N1CCC(Oc2ccc(C(=O)N3CCC(N(C)C)C3)cc2)CC1 (centres undefined)	3	87	-4	2	0.1	-1	-6	0.2	7
Cc1cc2ccccn2c1C(=O)c1ccc(F)cc1	5	83	-1	3	0.0	13	-10	-0.7	2
COc1ccc(CC(=O)Nc2c(C(N)=O)oc3ccccc23)cc1	-1	72	0	1	-0.1	-8	-7	0.7	4
C=CCn1c(SCC(=O)N(C)C2CCS(=O)(=O)C2)nc2ccccc2c1=O (centres undefined)	5	102	0	6	0.0	-3	17	0.0	-1
Cc1cc(C)c(NC(=O)c2cc3c(nc4sccn43)s2)c(C)c1	-4	77	-1	5	0.0	7	-7	-1.8	-4
CC1CC(C)CN(C(=O)CSc2nnc(CSc3ncccn3)n2C)C1 (centres undefined)	10	87	1	7	-0.2	-6	0	1.4	5
CCn1c(C)nc2cc(C(=O)N/N=C/c3ccc(N4CCOCC4)cc3)ccc21	-9	111	11	-5	-0.3	0	-14	2.6	-19
Cc1c(NC(=O)N2CCCCCC2)c(=O)n(-c2ccccc2)n1C	0	94	0	7	0.0	-3	-4	0.1	2
Cc1ccc2nc(NC(=O)CN3CCOCC3)sc2c1	1	76	0	4	0.0	8	-5	4.3	5
Cc1nn(C(C)C(=O)NNC(=S)Nc2ccc(F)cc2)c(C)c1[N+](=O)[O-] (centres undefined)	15	74	2	5	-0.1	15	-2	-2.6	2
